rCAG binder: binds r(CAG) RNA repeats; r(CAG) RNA repeat, TO-PRO-1 dye displacement fluorescence; inhibition, % at 3 µM; 370,000 tested, 1.3% active;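 active = inhibition above the plate cutoff, the mean of all test compounds on that plate plus 3 SD, cut at about 35% in these data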;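 note: 0% = DMSO alone and 100% = 100 µM mitoxantrone as full dye displacement; higher means more dye released from RNA so lower well fluorescence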
HTRA1 inhibitor: blocks human HTRA1 serine peptidase; Q92743; recombinant HTRA1, FP-rhodamine activity-based probe, fluorescence polarization; inhibition, % at 5.96 µM; 340,000 tested, 0.5% active; AID 504803; in the data active = inhibition above about 36%;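 note: 0% = enzyme with DMSO and 100% = wells lacking enzyme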
ABHD4 inh: inhibitors of mouse ABHD4; 370,000 tested, 0.54% active; purified mABHD4, FP-Rh probe fluorescence polarization; Q8VD66; inhibition, % at 8.92 µM;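 active = inhibition exceeding the mean over every tested compound plus 3 SD, cut at about 30% in these data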;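 note: 0% = plate median of compound wells and 100% = S159A mutant with DMSO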
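Test system: mABHD4 protein | Buffer or medium: HEPES pH 7.0 buffer, 150 mM NaCl, 0.01% Pluronic F-127 | Probe or stimulus: FP-Rh fluorescent activity-based probe, added after compound pre-incubation | Timing: Pre-incubation 45 min, probe exposure 60 min, at 25 °C | Technique: Fluorescence polarization, excitation 525 nm, emission 598 nm, BODIPY TMR filters | Repeats: Single well per compound (singlicate)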
ASAP1 GAP inh: inhibitors of human ASAP1 ArfGAP activity; Q9ULH1; ASAP1-stimulated ARF1 GTP hydrolysis, GDP FP detection; inhibition, % at 16.5 µM; 360,000 tested, 0.19% active; AID 624377; in the data active = inhibition above about 25%;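 note: 0% = vehicle with enzyme and substrate and 100% = no enzyme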
Rev-erbA mod: Rev-erb alpha (human) modulation; P20393; activity, % at 10 µM; 370,000 tested, 0.79% active; Rev-erbα–FITC-DNA binding, fluorescence polarization, 90 min;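 active = activity above about 14%, limit read from the data; passing the limit was not always enough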;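 note: 0% = DMSO wells with 35 nM protein and 100% = DMSO wells with 750 nM protein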
Target sequence (P20393 whole entry, looked up): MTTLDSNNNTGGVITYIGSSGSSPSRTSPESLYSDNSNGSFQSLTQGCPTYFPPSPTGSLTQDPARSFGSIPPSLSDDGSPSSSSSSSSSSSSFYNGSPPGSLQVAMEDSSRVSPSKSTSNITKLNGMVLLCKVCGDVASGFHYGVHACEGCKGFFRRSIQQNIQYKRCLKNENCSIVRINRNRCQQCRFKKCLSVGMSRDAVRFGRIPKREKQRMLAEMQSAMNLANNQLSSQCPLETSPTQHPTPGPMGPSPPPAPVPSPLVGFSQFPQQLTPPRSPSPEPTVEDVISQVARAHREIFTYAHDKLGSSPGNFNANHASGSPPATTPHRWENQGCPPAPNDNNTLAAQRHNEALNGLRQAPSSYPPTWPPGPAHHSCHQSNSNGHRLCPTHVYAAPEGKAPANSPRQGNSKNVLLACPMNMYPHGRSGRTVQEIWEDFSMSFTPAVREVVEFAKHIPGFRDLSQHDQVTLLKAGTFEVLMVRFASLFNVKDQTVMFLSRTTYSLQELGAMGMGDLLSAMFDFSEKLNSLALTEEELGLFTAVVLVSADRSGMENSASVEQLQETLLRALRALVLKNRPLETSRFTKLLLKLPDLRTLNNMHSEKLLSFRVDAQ
NPR1 activator: GC-A (human) enzyme activation; P16066; HEK293 GC-A cells, cGMP TR-FRET, EC30 ANP; 0% at EC30 ANP, 100% saturating ANP; activation, % at 10 µM; 370,000 tested, 0.14% active; in the data active = activation above about 40%
PG9 Ab binder: binds the HIV-1 gp120 antibody PG9; 360,000 tested, 0.43% active; inhibition, % at 6.7 µM; TR-FRET gp120-PG9 antibody binding; in the data active = inhibition above about 8.5%
SMARCA2 activ: SMARCA2 function activation, primary screen. MG213 cells, MMTV-luciferase reporter, dexamethasone, overnight. activation, % at 9.1 µM. 370,000 tested, 1% active. AID 652017; in the data active = activation above about 7.8%;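 note: 0% = vehicle wells and 100% = reference activator wells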
NPR2 activator: GC-B (human) receptor activation | P20594 | HEK293-GC-B cells, CNP EC30, cGMP TR-FRET; 0% at EC30 CNP, 100% saturating CNP | activation, % at 10 µM | 370,000 tested, 0.11% active | AID 1920062;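 active = activation at 10 µM reaching about 35% in either raw or pattern-adjusted values, limit read from the data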
ARFGAP1 inhibitor: rat ARFGAP1 inhibition | Q62848 | Arfgap1-stimulated ARF1 GTP hydrolysis, GDP FP detection | inhibition, % at 16.5 µM | 360,000 tested, 0.26% active | AID 651572;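 active = inhibition above a per-plate limit, mean inhibition of low control wells plus 3 SD, cut at about 25% in these data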;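 note: 0% = DMSO wells with enzyme and 100% = wells lacking Arfgap1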
Target sequence (Q62848 1-136 limits assumed): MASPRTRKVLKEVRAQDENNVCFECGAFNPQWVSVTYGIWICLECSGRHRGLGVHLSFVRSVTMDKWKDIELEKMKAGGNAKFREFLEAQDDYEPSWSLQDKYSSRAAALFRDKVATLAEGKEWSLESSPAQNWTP
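material = rat Arfgap1 catalytic domain, aa 1-136 | also added = human ARF1(Δ1-17)-GTP substrate | compound dosing = one concentration, 16.5 µM, DMSO 1.26% | times = GTP hydrolysis reaction 2 h at 25 °C | measured by = FP, GDP Alexa 633 tracer displaced from anti-GDP antibody, 620/688 nm | evaluation = percent inhibition of Arfgap1-stimulated GTP hydrolysis | replication = single well per compound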
Active calls of the source: *; · = no result given; & = joins results of further samples.

SMILES	rCAG binder	HTRA1 inhibitor	ABHD4 inh	ASAP1 GAP inh	Rev-erbA mod	NPR1 activator	PG9 Ab binder	SMARCA2 activ	NPR2 activator	ARFGAP1 inhibitor
CCc1nn(CCCN2CCN(c3cccc(Cl)c3)CC2)c(=O)n1CCOc1ccccc1	1&1	1&1	1&0	-1&1	11&-2	-5&-2	0.3&-1.0	-8&-4	-3&-2	-2&2
O=C(c1nc(-c2ccccc2)n(-c2ccccc2)n1)N1CCN(S(=O)(=O)c2ccccc2)CC1	-7	-4	2	10	·	·	0.5	-3	·	-2
CC1CCN(C(=O)CCC(=O)N2CC(C)Oc3ccccc32)CC1 (stereo unspecified)	0	-1	-13	5	0	2	-1.7	1	-4	-15
CCOc1ccc(/C=C2\SC(=O)N(CCNC(=O)C3COc4ccccc4O3)C2=O)cc1OC (stereo unspecified)	9	-27	2	5	4	3	-0.1	-3	1	-2
O=C(/C=C/c1ccccc1)N(c1ccccn1)C1CCCCC1	-6	-1	2	-1	-1	-9	0.3	-3	-8	13
COc1cc(C2Nc3ccc4ncccc4c3C3=C2C(=O)CCC3)cc(OC)c1OC (stereo unspecified)	0	4	1	-2	0	-14	1.6	0	-12	6
COc1ccc(N(Cc2cc(=O)[nH]c3ccccc23)C(=O)CCl)cc1	3	7	-4	-1	1	-41	-1.0	-8	-2	-11
CC(C)C1C(=O)N(Cc2cn(CCC3OCCCO3)nn2)CCS(=O)(=O)N1Cc1ccc(-c2ccc(Cl)c(Cl)c2)cc1 (stereo unspecified)	16	-69	-35	-10	-3	35	-2.7	0	-1	11
CCOc1nc(Nc2ccc(OC)cc2OC)nc(OCC)n1	-6	1	2	3	-2	0	2.3	-2	-3	0
Cc1ccc2nc(Nc3ccc(C)c(C)c3)c3nncn3c2c1	12	-12	-5	1	2	-6	-0.7	2	-3	-7
O=C(Nc1ccc(Cl)cn1)c1ccc(Br)c(S(=O)(=O)N2CCCCC2)c1	12	-1	-3	-9	1	-1	-1.7	0	-3	2
C[C@]12c3[nH]c4ccc(Cl)cc4c3CCN1C(=O)[C@@H](CC(=O)NCCN1CCOCC1)C[C@@H]2C(=O)N1CCCCC1	1	3	4	-8	-6	2	-2.0	-3	0	7
O=C(NCCN1CCOCC1)c1ccc2c(c1)ncn2C1CCCCC1	1	1	-1	2	-1	4	0.1	1	-5	-1
C/C=C/C=C/C(=O)OC(C)C(=O)Nc1cc([N+](=O)[O-])ccc1OC (stereo unspecified)	4	-8	-5	-5	-5	7	-2.8	-5	-2	1
Cc1ccc(-c2nc3ccc(Cl)cn3c2Cc2cccc(Cl)c2)cc1	59*	·	-50	-8	-3	-4	-0.6	1	-5	-6
O=C(NCCCNC(=O)c1ccco1)c1cccc(F)c1	1	-1	-1	-6	1	4	0.5	-1	-1	-10
O=C(NCc1ccco1)C(NS(=O)(=O)c1cccc2nsnc12)c1ccccc1 (stereo unspecified)	0	0	0	0	1	-5	-1.9	-2	-2	-11
CCCC(=O)NC(c1ccc(OC)c(OC)c1)c1cc(Cl)c2cccnc2c1O (stereo unspecified)	7	46*	7	2	0	5	-0.1	-1	1	7
Cc1ccc(/C=C/C(=O)N2CCc3ccccc3C2)cc1	-5	-13	-4	2	-2	-3	0.7	5	-6	9
O=C(Nc1ccc(S(=O)(=O)Nc2cnc3ccccc3n2)cc1)c1ccc(F)cc1	31	-28	-3	3	5	5	-2.0	-7	-4	-10
Cc1c([N+](=O)[O-])cnc(Sc2ccccc2)c1[N+](=O)[O-]	6	3	2	13	3	2	-0.6	-1	2	-3
Cc1cc(C)c2c(N)c(C(=O)NN3CC(=O)N(c4cccc(Cl)c4)CC3=O)sc2n1	2	3	0	-6	4	8	-0.4	1	5	-3
CCN1CCN(c2ccc(NC(=O)c3ccccc3F)cc2Cl)CC1	-6	3	-8	10	-1	0	-1.8	5	4	7
CCCNC(=O)c1nn2c(C(F)(F)F)cc(-c3ccccc3)nc2c1Br	-1	-4	-2	9	28*	4	-5.9	0	6	-7
O=c1[nH]c(=O)n(C2CCCO2)cc1F (stereo unspecified)	1	10	3	-13	-2	2	-2.0	-3	0	2

5 entries drawn at random from the list so far:
SMILES	rCAG binder	HTRA1 inhibitor	ABHD4 inh	ASAP1 GAP inh	Rev-erbA mod	NPR1 activator	PG9 Ab binder	SMARCA2 activ	NPR2 activator	ARFGAP1 inhibitor
CCc1nn(CCCN2CCN(c3cccc(Cl)c3)CC2)c(=O)n1CCOc1ccccc1	1&1	1&1	1&0	-1&1	11&-2	-5&-2	0.3&-1.0	-8&-4	-3&-2	-2&2
O=C(NCCCNC(=O)c1ccco1)c1cccc(F)c1	1	-1	-1	-6	1	4	0.5	-1	-1	-10
CCN1CCN(c2ccc(NC(=O)c3ccccc3F)cc2Cl)CC1	-6	3	-8	10	-1	0	-1.8	5	4	7
Cc1cc(C)c2c(N)c(C(=O)NN3CC(=O)N(c4cccc(Cl)c4)CC3=O)sc2n1	2	3	0	-6	4	8	-0.4	1	5	-3
O=C(c1nc(-c2ccccc2)n(-c2ccccc2)n1)N1CCN(S(=O)(=O)c2ccccc2)CC1	-7	-4	2	10	·	·	0.5	-3	·	-2

The main list resumes; the 4 compounds before the break are reprinted first.
SMILES	rCAG binder	HTRA1 inhibitor	ABHD4 inh	ASAP1 GAP inh	Rev-erbA mod	NPR1 activator	PG9 Ab binder	SMARCA2 activ	NPR2 activator	ARFGAP1 inhibitor
Cc1cc(C)c2c(N)c(C(=O)NN3CC(=O)N(c4cccc(Cl)c4)CC3=O)sc2n1	2	3	0	-6	4	8	-0.4	1	5	-3
CCN1CCN(c2ccc(NC(=O)c3ccccc3F)cc2Cl)CC1	-6	3	-8	10	-1	0	-1.8	5	4	7
CCCNC(=O)c1nn2c(C(F)(F)F)cc(-c3ccccc3)nc2c1Br	-1	-4	-2	9	28*	4	-5.9	0	6	-7
O=c1[nH]c(=O)n(C2CCCO2)cc1F (stereo unspecified)	1	10	3	-13	-2	2	-2.0	-3	0	2
COc1c(C(=O)Nc2nccs2)ccc2ccccc12	-3	-4	-10	-2	1	2	1.6	10*	0	1
O=C(N/N=C/c1cccnc1)/C(=C\c1cccs1)NC(=O)c1ccccc1	2	-5	1	12	-6	0	-0.8	2	4	-5
CCCOc1ccccc1C1CC(=O)Nc2cc3c(cc21)OCO3 (stereo unspecified)	-7	-14	9	-11	1	-19	0.4	-4	-12	8
Cc1nnc(SCC(=O)Nc2ccc(OC(F)F)c(Cl)c2)n(N)c1=O	4	-9	-2	-10	4	-1	-1.7	-2	0	4
CCOC(=O)N1CCC(n2c(=S)[nH]c3ccccc3c2=O)CC1	-5	-2	4	9	2	2	-1.6	0	5	8
N#CC1(C#N)[C@@H](C(=O)C23CC4CC(CC(C4)C2)C3)C12CCOCC2	-1	0	-4	9	4	2	-0.6	-3	4	-7
Cc1ccc(-n2c(=O)c3c4c(sc3n3c(C)nnc23)COC(C(C)C)C4)cc1 (stereo unspecified)	-1	3	0	-19	1	4	2.6	3	-3	2
O=C(Nc1ccc(F)c(Cl)c1)c1ccc2c(=O)n3c(nc2c1)CCCCC3	15	-42	-9	-2	5	7	-1.4	0	9	-1
COC(=O)C1(C(=O)OC)NOC2C(=O)N(c3ccc(Cl)cc3Cl)C(=O)C21 (stereo unspecified)	27	-3	-12	9	3	-1	-1.1	-3	3	-7
O=C(NCC1CCCO1)C(c1ccccn1)N(Cc1ccccc1Cl)C(=O)CN1C(=O)c2ccccc2S1(=O)=O (stereo unspecified)	-8	-5	-2	-17	3	-2	0.0	-3	3	-11
COc1ccc(/C=C(\NC(=O)c2ccccc2)C(=O)NC2CCS(=O)(=O)C2)cc1 (stereo unspecified)	0	1	-3	9	-8	-1	-1.3	-1	-4	-2
COc1ccc(NC(=O)Cc2c(O)c3ccccc3[nH]c2=O)cc1	4	-1	0	9	2	0	-0.4	3	3	5
COc1ccc(Cn2nnnc2C(c2cc3cc(C)cc(C)c3[nH]c2=O)N2CCOCC2)cc1 (stereo unspecified)	-4	-6	-1	8	-2	-2	-2.0	-3	3	-2
Cc1cccnc1NC(=O)c1ccc([N+](=O)[O-])o1	1	2	7	-16	2	-4	-1.6	-1	4	-8
COc1cc(N=Cc2c(O)c3ccccc3oc2=O)c(OC)cc1Cl	3	3	0	-7	3	12	-1.3	-2	-5	9
Cc1ccc(-c2cn(CCN)c(-c3ccc(Cl)nc3)n2)cc1	6	3	-3	3	0	-2	-0.9	1	0	6
CCOC(=O)/C(C#N)=N/Nc1c(S(=O)(=O)Cc2ccco2)csc1C(=O)OC	13	11	5	8	4	0	0.8	-2	-3	8
CCN(CC)S(=O)(=O)c1ccc(-c2cc(C(=O)OC)sc2C(F)(F)F)cc1	-5	·	22	-9	5	-3	1.8	-2	0	-3
CCN(CC)S(=O)(=O)c1ccc(OC)c(NC(=O)c2cc3c(=O)n4ccccc4nc3s2)c1	2	-3	7	8	-24	8	-1.0	1	9	10
COC(=O)c1cc(S(=O)(=O)NCc2ccccc2)cn1C	0	-6	-5	-18	1	1	0.8	0	0	-7
Cc1ccc(C(=O)NCCC(=O)Nc2ccccc2C)cc1	-3	1	7	-2	1	-2	-2.9	1	4	-1
Cc1cccc(C)c1-n1nnnc1C1c2ccccc2C(=O)N1CCCn1ccnc1 (stereo unspecified)	-2	·	0	-6	0	0	0.1	-2	4	4
O=C(Nc1cnc2ccccc2c1)c1ccncc1	1	9	-3	10	-2	-6	1.2	7	-14	-7
C=C(C)c1cccc(C(C)(C)NC(=O)N2CC(C)OC(C)C2)c1 (stereo unspecified)	-4	2	2	-2	-4	3	-1.3	4	1	-3
O=C(c1[nH]c(C(F)(F)F)nc1-c1ccccc1)N1CCN(c2ncccc2C(F)(F)F)CC1	18	·	-1	5	-7	-2	-0.9	-3	0	4
Cc1nn(CC(=O)N2c3ccccc3NC(=O)C2(C)C)c(C)c1[N+](=O)[O-]	2	-8	3	3	-4	5	0.5	-6	-2	-6
COc1ccc(NC(=O)Cn2c(=O)oc3cc(S(=O)(=O)N4CCCC4)ccc32)cc1	8	-1	0	13	-6	16	1.7	-5	3	6

Assay outcomes as filed in PubChem.
